MITF inh: blocks human microphthalmia-associated transcription factor; AlphaScreen MITF homodimerization, bead proximity signal; actives 0.91% (n = 650,000); inhibition, % at 2.6 µM; O75030; AID 1259374; in the data active = inhibition above about 50%;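 also: 0% = vehicle wells with protein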
Target sequence (O75030 whole entry, looked up): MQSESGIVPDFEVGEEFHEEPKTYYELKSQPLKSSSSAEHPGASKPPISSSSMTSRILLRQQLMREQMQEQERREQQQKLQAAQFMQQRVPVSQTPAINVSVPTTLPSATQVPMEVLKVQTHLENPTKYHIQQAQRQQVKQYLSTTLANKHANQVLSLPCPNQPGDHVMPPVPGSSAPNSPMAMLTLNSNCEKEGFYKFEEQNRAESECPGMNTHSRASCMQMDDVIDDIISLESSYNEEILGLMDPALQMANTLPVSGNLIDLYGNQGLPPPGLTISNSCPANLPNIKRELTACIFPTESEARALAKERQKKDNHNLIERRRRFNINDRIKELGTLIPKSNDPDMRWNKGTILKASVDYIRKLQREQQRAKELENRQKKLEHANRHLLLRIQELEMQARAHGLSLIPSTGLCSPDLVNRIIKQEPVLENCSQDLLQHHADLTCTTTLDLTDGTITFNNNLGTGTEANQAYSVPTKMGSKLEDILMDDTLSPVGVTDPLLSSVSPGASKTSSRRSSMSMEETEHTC
GPR151 ag: activators of human GPR151. Q8TDV0. PathHunter beta-arrestin GPR151 cells, luminescence. activation, % at 11.2 µM. actives 1% (n = 650,000). AID 1508602; in the data active = activation above about 4.9%;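 also: 0% = median of compound wells and 100% = cells with positive control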
Target sequence (Q8TDV0 whole entry, looked up): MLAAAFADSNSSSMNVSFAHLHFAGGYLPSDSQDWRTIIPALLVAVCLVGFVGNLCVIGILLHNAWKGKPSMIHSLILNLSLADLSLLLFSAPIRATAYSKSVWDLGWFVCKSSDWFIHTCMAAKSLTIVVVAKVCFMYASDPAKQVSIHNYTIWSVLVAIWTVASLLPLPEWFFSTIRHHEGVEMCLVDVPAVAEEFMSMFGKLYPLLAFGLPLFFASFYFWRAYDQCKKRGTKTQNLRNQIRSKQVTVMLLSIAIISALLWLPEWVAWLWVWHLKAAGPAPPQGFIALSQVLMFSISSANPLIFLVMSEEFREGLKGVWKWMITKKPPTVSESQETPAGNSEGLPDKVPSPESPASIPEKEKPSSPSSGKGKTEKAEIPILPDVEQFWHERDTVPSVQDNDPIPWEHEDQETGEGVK
FBW7 act: human FBW7 E3 ligase activation, primary screen. normalized activity (activation), % at 26.1 µM. actives 0.13% (n = 650,000). Q969H0. AlphaScreen FBW7–phospho-cyclin E peptide binding, activator screen; in the data active = normalized activity above about 1.9%;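 also: purified mutant Fbw7 with reduced substrate affinity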
TEAD-YAP inh: TEAD-YAP interaction inhibition; HEK-TIYL cells, TEAD-Gal4/YAP UAS-luciferase luminescence; inhibition, % at 9.12 µM; actives 1.4% (n = 640,000); in the data active = inhibition above about 32%;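 also: 0% = median of test compound wells and 100% = reference inhibitor wells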
Starred values were filed as active, the others as inactive; & = joins results of further samples.

SMILES | MITF inh | GPR151 ag | FBW7 act | TEAD-YAP inh
COc1cccn2c(C(=O)NCCc3ccccn3)c(C(F)(F)F)nc12 | 3.8 | -0.3 | 0.0 | -5.0
CC(C)(C)c1ccc(OCc2nnc(N)s2)cc1 | 12.5 | -0.7 | 0.7 | -35.6
CC(C)C(=O)NC(=O)COC(=O)CNC(=O)c1ccccc1 | 15.2 | -2.2 | -0.2 | -0.1
CC(NC(=O)C(=O)NCc1cccnc1)c1ccccc1 (stereo not given) | 0.9 | -1.2 | 0.2 | -1.3
Cc1ccc(C(C)C(=O)N2CCC(c3c(S(C)(=O)=O)cnc4ncnn34)CC2)cc1 (stereo not given) | 14.2 | 0.3 | 0.9 | 3.2
CCC(=O)Nc1ccc(S(=O)(=O)NC(C)(C)C)cc1 | 3.7 | -0.4 | 0.0 | -2.8
COc1cc(OC)nc(OC(Cc2ccncn2)c2ccccc2)n1 (stereo not given) | 10.2 | 0.9 | 0.2 | -1.7
CC1CCCCC1NC(=O)c1ccc(N2CCCCC2)c([N+](=O)[O-])c1 (stereo not given) | 16.5 | 2.8 | -0.3 | -15.0
Cc1csc(NC(=O)CN2CCC(c3ccc(F)cc3)CC2)n1 | -0.7 | 0.2 | -0.1 | -3.2
O=C1Cc2c([nH]c3ccc(Br)cc23)-c2ccccc2N1 | 9.9&8.3&5.0&10.9 | 0.4&-3.4&-1.2&0.2 | 0.2&0.2&-0.1 | -2.9&7.2
O=C(Nc1ccc(F)cc1)N[C@H]1C[C@H]2C(=O)N3CCC[C@H]3C(=O)N2C1 | -2.1 | -1.1 | 0.0 | 6.6
CC(C)(C)c1ccc(C(=O)N(Cc2ccccc2)c2ccccn2)cc1 | 9.6 | 0.7 | 0.2 | 4.6
CCOc1nc(N)c(C#N)c(-c2ccccc2Cl)c1C#N | -5.7 | -0.1 | 0.0 | -5.4
N#CC1=C(N)N(c2ncn[nH]2)C2=C(C(=O)CCC2)C1c1cccc([N+](=O)[O-])c1 (stereo not given) | 11.0 | -1.0 | 0.0 | 11.3
CCN(CC)c1nc2c(S(=O)(=O)c3ccc(Cl)cc3)nnn2c2ccsc12 | 1.3 | 0.3 | 0.1 | -0.7
CSC1CCCCC1(O)CSc1nc2ccccc2s1 (stereo not given) | 20.5 | 0.4 | 0.3 | 6.0
Cc1ccccc1Nc1nc(-c2ccc(Cl)cc2)nc2ccccc12 | -0.5 | 0.2 | -0.1 | 1.8
COc1ccc(-c2cnc3ccc(NCCCO)nn23)cc1OC | -10.7 | -0.1 | 0.7 | 36.2*
COC(=O)C1(C)C(=O)OC(c2ccc(Br)cc2)C(C)(C)C1=O (stereo not given) | 10.3 | 1.0 | 0.0 | 6.8
COc1cc(N2CCCC2)c(OC)cc1CN1CCC2(CC1)NC(=O)c1ccccc1O2 | 5.6 | 2.6 | -0.3 | -2.0
CCCC/C=C/c1cnc(Nc2ccc(C)c(NS(C)(=O)=O)c2)c2nccn12 | -16.2 | -1.1 | -0.1 | 11.6
Cc1cccc(NC2=NC(=S)N(c3ccccc3)C23CCCCC3)c1 | -2.9 | 0.1 | -0.3 | 6.3
O=C(COC(=O)C12CC3CC(CC(O)(C3)C1)C2)Nc1cccc(Br)c1 | -7.5 | 0.6 | 0.3 | 11.3
CN1C[C@@H]2C[C@@H](c3cccc(F)c3F)N3CCC[C@@]23C1=O | 3.5 | 0.1 | 0.1 | -1.1
Cn1c(SCC(=O)Nc2ccc(F)cc2)nnc1-c1ccc(Cl)cc1 | -11.5 | -0.7 | -0.2 | -5.0
COc1cc2c(cc1OC)C(=NC(Cc1ccccc1)C(=O)O)NC(C)(C)C2 (stereo not given) | -11.2 | -0.9 | 0.3 | 5.0
N#CC1=C(N)Oc2cc(N)ccc2C1c1ccsc1 (stereo not given) | 16.8 | 0.7 | 0.2 | -5.0
COc1ccc(-c2nn(-c3ccccc3)cc2C=C2C(=O)N(C)C(=O)N(C)C2=O)c(C)c1 | -3.7 | -0.1 | -0.4 | 5.5
CC(C)OC(=O)c1nnc(Cc2ccc(F)cc2)o1 | -5.6 | -0.1 | -0.1 | 0.0
Cc1ccc(C(=O)Nc2nc(-c3cccc([N+](=O)[O-])c3)cs2)cc1 | -1.3 | 2.2 | 0.1 | -0.4
CN1C(=O)/C(=N\OC(=O)c2ccc(Br)cc2)c2ccccc21 | -4.9 | 3.6 | -0.1 | -1.2
CC(NC(=O)c1cccc(Cl)c1)C(c1cccs1)N1CCN(C)CC1 (stereo not given) | -17.2 | 0.2 | -0.1 | 0.1
CC(C)(C)N(CCO)C(=O)C(=O)N(CCO)C(C)(C)C | -4.4 | 0.3 | -0.1 | -3.4
Cn1c(SCc2ccc([N+](=O)[O-])cc2)nnc1-c1ccccn1 | 0.1 | -1.4 | -0.1 | 6.5
c1ccc(-c2cn(-c3ccccc3)c3ncnc(NCCCN4CCOCC4)c23)cc1 | -1.9 | 2.4 | -0.3 | 11.4
COc1cc2c(cc1OC)C(COc1ccc(F)cc1)N(C(=O)c1ccc(S(=O)(=O)N3CCOCC3)cc1)CC2 (stereo not given) | 0.5 | 0.5 | 0.0 | 7.3
CCOC(=O)C1=CN(C)C=C(C(=O)OCC)C1c1ccc(C)s1 | 2.9 | -0.8 | 0.5 | 1.2
O=C(CCCOc1ccc(Cl)cc1Cl)Nc1ccc(F)cc1F | -7.1 | 0.6 | 0.0 | 8.7
COc1cccc(NC(=O)c2cc(=O)c3ccccc3o2)c1 | 1.3 | 4.9* | -0.3 | -39.6
CC(C(=O)OCC(=O)c1ccc([N+](=O)[O-])cc1)N1C(=O)c2ccccc2C1=O (stereo not given) | 0.3 | -0.3 | -0.4 | 8.2
Cc1ccc2oc(=O)c3cnn(CC(=O)NCC4CCCO4)c3c2c1 (stereo not given) | -2.7 | 1.4 | 0.1 | -5.7
CC(NC(=S)Nc1ccc(F)c(Cl)c1)C1CCCO1 (stereo not given) | 2.5 | -0.4 | 0.0 | -1.9
O=C(CC12CC3CC(CC(C3)C1)C2)Nc1ccc(C(=O)O)cc1 | 3.3 | -0.9 | 0.0 | -3.5
COc1cc2c(cc1OC)CN(C/C=C/c1ccccc1)CC2 | -6.9 | -0.5 | -0.1 | 7.5
Oc1ccc(/C=C/c2ccc3cccc(OCc4ccccc4Cl)c3n2)cc1 | -6.4 | -0.1 | 0.0 | -46.8
O=C1NC(=O)N(c2cccc(F)c2)C(=O)/C1=C/c1ccc(O)c(Cl)c1 | 5.8 | -1.4 | 0.0 | 2.1
NC(=O)NC(Cc1ccccc1)C(=O)Nc1ccc(S(N)(=O)=O)cc1 (stereo not given) | 3.1 | 0.8 | 0.1 | 11.7
CCOC(=O)C1=C(CN2CCC(C)CC2)NC(=O)NC1c1cc(C)ccc1C (stereo not given) | -1.1 | 0.2 | 0.2 | 1.8
COC(=O)C(C(=O)Nc1ccc(Cl)cc1)C1CCCC1 (stereo not given) | -17.8 | -1.2 | -0.1 | -2.1
O=C(Nc1ncc(Cc2ccc(F)cc2)s1)c1cccs1 | -5.5 | 1.2 | -0.1 | -40.3

Shown as tab-separated lines: entries from further up.
Compound	MITF inh	GPR151 ag	FBW7 act	TEAD-YAP inh
CCOC(=O)C1=C(CN2CCC(C)CC2)NC(=O)NC1c1cc(C)ccc1C (stereo not given)	-1.1	0.2	0.2	1.8
CC(NC(=S)Nc1ccc(F)c(Cl)c1)C1CCCO1 (stereo not given)	2.5	-0.4	0.0	-1.9

Remaining list, next part:
SMILES | MITF inh | GPR151 ag | FBW7 act | TEAD-YAP inh
O=C(NCc1ccc(F)cc1)c1ccc(I)cc1 | 1.9 | 0.5 | 0.1 | 1.9
N/C(=N\OC(=O)COc1ccccc1Cl)c1cccc([N+](=O)[O-])c1 | 0.9 | 3.6 | -0.1 | -4.8
CO[C@H]1[C@H](NC(=O)c2ccsc2)c2ccccc2C12CCN(Cc1ccn[nH]1)CC2 | -1.1 | -1.6 | -0.2 | 2.0
CCNc1nc2[nH]c(=O)c3c(c2s1)OC(N)=C(C#N)C3c1ccc(C)cc1 (stereo not given) | 12.8 | 0.2 | 0.1 | -2.6
O=C(CSc1nnc2sc3ccccc3n12)N1CCc2ccccc2C1 | -6.1 | -2.3 | -0.1 | 3.3
O=[N+]([O-])c1cccc(C2=Nn3c(nnc3-c3cccc(F)c3)SC2)c1 | -6.9 | -0.5 | 0.0 | 1.8
COc1cc(C2CC(c3cccs3)Nc3ncnn32)cc(OC)c1OC (stereo not given) | 0.5 | -1.6 | 0.1 | -8.5
COc1ccc(/C=C/C(=O)NNC(=O)COc2ccc(Br)cc2Br)cc1 | -6.9 | 0.1 | -0.1 | 1.4
O=C(C1CC(c2ccc(Cl)cc2)=NO1)N1CCOCC1 (stereo not given) | 4.7 | 0.0 | 0.1 | -60.3
N[C@H](C(=O)N1CCN(c2ccc3[nH]ncc3c2)CC1)c1ccccc1 | 10.0 | -0.4 | -0.2 | 1.3
COC(=O)c1ccc(NC(=O)COc2ccccc2C(C)C)cc1 | -12.9 | -0.3 | -0.1 | -4.7
CC(C)CC(Nc1ncnc2ccc(Br)cc12)C(=O)O (stereo not given) | 8.5 | 0.3 | 0.1 | 4.2
COC(=O)C1C(=O)C=C(Nc2cc(OC)ccc2OC)CC1c1ccccc1 (stereo not given) | -2.1 | 3.9 | 0.1 | -6.9
Cc1ccc(C(=O)Nc2ccc3nc(SCC(=O)c4ccc(Br)cc4)sc3c2)cc1 | -2.2 | 1.5 | 0.0 | -13.4
Cc1ccc(C2=N/C(=C\c3ccccc3I)C(=O)O2)cc1 | -7.7 | -0.6 | 0.0 | 2.7
CC1CC(C)CN(S(=O)(=O)c2ccc(C(=O)N(C)c3ccccc3)cc2)C1 (stereo not given) | 14.7 | 0.0 | 0.0 | -1.6
C[C@@H]1CN(Cc2nnnn2CC(=O)NCc2ccc(C(F)(F)F)cc2)C[C@H](C)O1 | 9.7 | -0.8 | 0.1 | 2.6
CC(C)N(CCNc1nc(-c2ccc(C(=O)NC3CC3)cc2)nc2c1ncn2C(C)C)C(C)C | -0.9 | -1.1 | 0.1 | 14.1
Nc1ncc(-c2ccc(S(N)(=O)=O)cc2)cc1-c1cccnc1 | 9.4 | 1.2 | -0.3 | 1.9
C#CCOc1c(I)cc(/C=C2\SC(N)=NC2=O)cc1OC | 6.2 | 2.4 | 0.0 | -2.3
Cc1ccc(O)c(NC(=O)c2cc(-c3ccccc3O)no2)c1 | 8.1 | -1.2 | -0.1 | -35.0
COC(=O)C(C)N1C(=O)S/C(=C/c2cc(C)n(-c3ccc4c(c3)OCO4)c2C)C1=O (stereo not given) | -1.6 | -2.3 | -0.2 | -9.4
CCc1ccccc1-n1c(SCC(N)=O)nnc1-c1ccco1 | -9.2 | -0.7 | 0.2 | -8.8
CCOC(=O)C(C)Sc1nc(C)cc(C)c1C#N (stereo not given) | -8.3 | -0.6 | 0.0 | -1.2
Cc1ccc(S(=O)(=O)NC2(C(F)(F)F)NC(=O)N(c3ccc(F)cc3)C2=O)cc1 (stereo not given) | -0.9 | 0.3 | 0.1 | 3.3
CCC(C(=O)Nc1c2c(nn1-c1ccc([N+](=O)[O-])cc1)CSC2)c1ccccc1 (stereo not given) | -10.6 | 1.8 | 0.0 | -5.5
CC(C)(O)C#Cc1ccc(C(=O)N2CCN(c3ccccn3)CC2)cc1 | 0.8 | 0.1 | -0.1 | 2.1
Cn1c(SCC(=O)Nc2ccc([N+](=O)[O-])cc2C#N)nnc1-c1ccc(Cl)cc1 | -4.5 | -2.0 | -0.1 | -2.3
CC(C)(C)NC(=O)Cn1c(SCC(=O)NCCc2ccccc2)nc2ccccc21 | 3.2 | 1.6 | -0.3 | 10.0
COc1ccc(C(=O)Oc2cc(N)n(S(=O)(=O)c3ccc(C)cc3)n2)cc1OC | 8.3 | 6.3* | 0.0 | 4.5
Cc1cc2c(c(=O)n1Cc1ccccn1)C(c1cccc(Br)c1)C(C#N)=C(N)O2 (stereo not given) | -9.0 | 0.4 | 0.2 | 10.0
CCOc1ccc(N(C(C)C(=O)Nc2cc(Cl)ccc2OC)S(C)(=O)=O)cc1 (stereo not given) | 3.6 | 0.8 | 0.0 | 32.5*
CCOC(=O)c1ccccc1NC(=O)CSc1nnc2[nH]c(=O)c(C)c(C)n12 | 18.5 | -2.7 | 1.0 | 0.1

Structures above containing an aryl thioether with sulfur outside any ring, in the order listed:
SMILES | MITF inh | GPR151 ag | FBW7 act | TEAD-YAP inh
CSC1CCCCC1(O)CSc1nc2ccccc2s1 (stereo not given) | 20.5 | 0.4 | 0.3 | 6.0
Cn1c(SCC(=O)Nc2ccc(F)cc2)nnc1-c1ccc(Cl)cc1 | -11.5 | -0.7 | -0.2 | -5.0
Cn1c(SCc2ccc([N+](=O)[O-])cc2)nnc1-c1ccccn1 | 0.1 | -1.4 | -0.1 | 6.5
O=C(CSc1nnc2sc3ccccc3n12)N1CCc2ccccc2C1 | -6.1 | -2.3 | -0.1 | 3.3
Cc1ccc(C(=O)Nc2ccc3nc(SCC(=O)c4ccc(Br)cc4)sc3c2)cc1 | -2.2 | 1.5 | 0.0 | -13.4
CCc1ccccc1-n1c(SCC(N)=O)nnc1-c1ccco1 | -9.2 | -0.7 | 0.2 | -8.8
CCOC(=O)C(C)Sc1nc(C)cc(C)c1C#N (stereo not given) | -8.3 | -0.6 | 0.0 | -1.2
Cn1c(SCC(=O)Nc2ccc([N+](=O)[O-])cc2C#N)nnc1-c1ccc(Cl)cc1 | -4.5 | -2.0 | -0.1 | -2.3
CC(C)(C)NC(=O)Cn1c(SCC(=O)NCCc2ccccc2)nc2ccccc21 | 3.2 | 1.6 | -0.3 | 10.0
CCOC(=O)c1ccccc1NC(=O)CSc1nnc2[nH]c(=O)c(C)c(C)n12 | 18.5 | -2.7 | 1.0 | 0.1
